Screens as filed in PubChem BioAssay.
E coli growth: reduces bacterial viability in AddAB counter-screen. actives 0.27% (n = 330,000). E. coli V3065 growth, OD600 absorbance, 18 h. inhibition, % at 11.9 µM;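 active = inhibition above the campaign's mean inhibition across all tested compounds plus 3 SD, cut at about 9.9% in these data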;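 also: uninfected addAB+ strain grown without phage in ampicillin broth; 0% = DMSO wells and 100% = ciprofloxacin 0.95 µg/ml wells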
PKA-R2B act: activators of human PKA-R2B complex; P22694+P31323; PKA-R2B holoenzyme dissociation, Cy5-IP20 fluorescence polarization; R2B truncated from residue 108, S112A mutant; 0% DMSO only, 100% 113 µM cGMP; activation, % at 11.4 µM; actives 0.079% (n = 340,000); AID 504700;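 active = activation above a cutoff set at the mean over all compounds plus 3 SD, cut at about 18% in these data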;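 also: higher means more holoenzyme dissociation and a rise in polarization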
OPRM1-OPRD1 inv: mu-delta opioid heterodimer inverse agonism; P35372+P41143; cell-based MOR-DOR heterodimer luminescence; inhibition, % at 9.3 µM; actives 0.21% (n = 340,000); in the data active = inhibition above about 22%, passing the limit was not always enough;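 also: 0% = cells with DMSO and 100% = wells without cells with DMSO; values of inactives mirror those of a sister screen read the other way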
Target sequence (P35372 whole entry, looked up): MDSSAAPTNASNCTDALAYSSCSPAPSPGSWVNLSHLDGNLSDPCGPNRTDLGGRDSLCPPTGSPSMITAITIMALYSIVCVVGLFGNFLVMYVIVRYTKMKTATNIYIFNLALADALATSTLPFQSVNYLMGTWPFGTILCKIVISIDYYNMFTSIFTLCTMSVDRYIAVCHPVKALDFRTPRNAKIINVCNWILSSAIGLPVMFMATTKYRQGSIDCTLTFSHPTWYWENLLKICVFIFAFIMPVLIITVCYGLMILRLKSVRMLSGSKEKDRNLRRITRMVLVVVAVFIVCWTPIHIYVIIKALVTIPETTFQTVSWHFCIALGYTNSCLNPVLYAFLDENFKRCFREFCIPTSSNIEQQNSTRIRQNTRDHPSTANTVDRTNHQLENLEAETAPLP
Target sequence (P41143 whole entry, looked up): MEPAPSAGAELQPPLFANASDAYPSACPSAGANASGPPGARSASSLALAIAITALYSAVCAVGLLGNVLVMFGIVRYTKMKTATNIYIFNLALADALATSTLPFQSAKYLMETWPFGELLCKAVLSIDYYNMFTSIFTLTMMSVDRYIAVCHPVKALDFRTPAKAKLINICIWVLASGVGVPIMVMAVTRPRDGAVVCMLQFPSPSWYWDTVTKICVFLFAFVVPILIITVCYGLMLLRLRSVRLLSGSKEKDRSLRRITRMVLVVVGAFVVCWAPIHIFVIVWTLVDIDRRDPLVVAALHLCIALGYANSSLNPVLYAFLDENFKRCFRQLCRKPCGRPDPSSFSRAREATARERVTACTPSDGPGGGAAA
HTR5A inv ctr: counter-screen for OPRM1-OPRD1 inverse agonists: human HTR5A inverse agonism. P47898. HTR5A cell line, luminescence. inhibition, % at 9.3 µM. actives 0.083% (n = 340,000). AID 504634; in the data active = inhibition mostly above about 23%, no sharp cut-off; inactive = mostly below about 18%;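 also: 0% = cells with DMSO and 100% = no-cell wells with DMSO; some compounds called inactive have numbers as strong as hits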
MOR-DOR ag: agonists of human mu-delta opioid receptor heterodimerization; P35372+P41143; cells, OPRM1-OPRD1 heterodimerization, luminescence; activation, % at 9.3 µM; actives 0.3% (n = 340,000); AID 504326; in the data active = activation above about 18%;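 also: 0% = vehicle-treated cells and 100% = reference agonist; values of inactives mirror those of a sister screen read the other way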
AddAB inh: less growth of phage-infected E. coli with AddAB; E. coli expressing H. pylori AddAB, absorbance growth; inhibition, % at 11.9 µM; actives 0.29% (n = 330,000); in the data active = inhibition above about 12%;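 also: 0% = vehicle wells of infected cells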
phage Ecoli inh: E. coli growth loss with phage present. growth absorbance. inhibition, % at 11.9 µM. actives 0.26% (n = 360,000). AID 651602; in the data active = inhibition above about 11%
Mot1-301 SUMO: inhibitors of SUMOylation pathway: yeast Mot1-301 growth rescue. S. cerevisiae Mot1-301 growth rescue, ATP luminescence, 38.5C; percent above DMSO median, 100 means doubled. growth rescue, % at 18.8 µM. actives 1% (n = 320,000). AID 2716;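 active = every valid replicate shows activation above 250% relative to neutral control wells; inactive = the rest, any valid replicate at or below 250%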;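 also: OY570 slx delta 5 strain wells were the positive control but not used for scaling; some compounds called inactive have numbers as strong as hits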
PKA-R1A act: activates the PKA-R1A holoenzyme complex; P00514+P68181; activation, % at 11.4 µM; AID 504707; PKA-R1A dissociation, Cy5-IP20 fluorescence polarization; scaled: DMSO 0%, 113 µM cGMP 100%; actives 0.083% (n = 340,000);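 active = percent activation above the mean of all tested compounds plus 3 SD, cut at about 19% in these data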;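 also: higher means more PKAc released from R1A so a rise in polarization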
Tat transport: blocks Tat-dependent protein export in E. coli; E. coli MC4100 TorA-mCherry Tat export, fluorescence; inhibition, % at 10 µM; actives 0.036% (n = 340,000); AID 488895;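 active = mean replicate inhibition at least 50% and at least half of replicates individually reaching 50%; inconclusive = only one of the two criteria met; inactive = neither criterion met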;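 also: exported cargo escapes ClpAP degradation while cytoplasmic cargo is degraded and loses fluorescence; 0% = median of neutral control wells and 100% = median of NaSCN control wells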
PfHsp90 yeast 2: reduces growth (ATP signal) of yeast expressing P. falciparum Hsp90; S. cerevisiae expressing PfHsp90, BacTiter-Glo ATP, 48 h; yeast lacking PDR1 and PDR3 efflux regulators; AID 504621; actives 0.32% (n = 310,000); inhibition, % at 9.4 µM;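 active = every replicate shows inhibition above about 80%, whatever the replicate mean, limit read from the data; inconclusive = mean inhibition reaches the set limit but some replicate falls short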;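 also: 0% = DMSO neutral controls and 100% = 20 µM radicicol positive controls; yeast relying on Plasmodium falciparum Hsp90 in place of its own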
Numbers without * were called inactive; ? = inconclusive; nt = not tested or not shown; & = joins results of further samples.

Structure,PKA-R1A act,E coli growth,AddAB inh,PfHsp90 yeast 2,HTR5A inv ctr,MOR-DOR ag,OPRM1-OPRD1 inv,PKA-R2B act,Tat transport,Mot1-301 SUMO,phage Ecoli inh
Cc1ccc(N2CC(C(=O)OCc3nc(N)nc(Nc4ccccc4C)n3)CC2=O)cc1 (stereo not drawn),0.9,2.0,-1.2,-9.4,-19.8,-0.9,5.0,-13.7,4.6,-4.8,3.1
CN(C)c1oc(-c2ccccc2Cl)nc1S(=O)(=O)c1ccccc1,0.9,-2.6,1.1,22.6,-48.5,-2.1,10.6,-9.7,7.3,635.9*,0.5
COc1ccc(NCc2ccc3c(c2)OCO3)cc1Cl,-5.8,-0.8,-0.2,9.4,-3.6,-0.9,5.2,5.7,-4.2,-17.9,1.2
CCOC(=O)CSc1nc2cc(C)ccc2cc1C#N,-1.1,-2.8,-2.0,-111.4,1.0,-3.4,20.5,-13.3,-6.9,-15.5,-0.6
CC(=O)c1cccc(NC(=O)COC(=O)C2=COCCO2)c1,1.4,-0.5,2.0,-17.4,2.0,0.5,-3.9,-4.1,1.8,2.4,4.7
COc1ccc(CCC(C)N2CCC(CO)(Cc3ccccc3)CC2)cc1 (stereo not drawn),6.2,1.8,3.4,3.4,-1.6,-2.6,12.9,0.6,2.3,13.1,1.3
CCOC(=O)c1ccc2c(c1)nc(SCC(=O)c1ccco1)n2CC,-6.2,0.8,1.8,-10.3,12.8,-0.4,2.2,-2.8,1.6,-24.7,2.4
Cc1cc(C)n2nc(SCN3C(=O)c4ccccc4C3=O)nc2n1,4.3,-3.2,0.2,-4.3,14.6,-1.3,7.3,-6.2,-12.1,691.3,0.6
O=C(CSc1ncnc2[nH]ncc12)Nc1nc(-c2ccc(F)c(F)c2)cs1,4.8,-1.8,-0.7,-12.7,-20.6,4.5,-20.8,-1.7,-4.8,14.1,1.8
C/C(Cc1ccccc1)=N/NC(=O)CNC(=O)C(c1ccccc1)c1ccccc1,-7.2,-3.5,0.8,3.8,4.2,-1.8,9.3,-6.3,-5.2,6.1,1.2
COc1ccc(C(CC(=O)O)NC(=O)c2cc3cc(Br)ccc3oc2=O)cc1OC (stereo not drawn),1.3,-1.6,-0.5,-14.6,16.4,-0.6,3.0,-0.5,-2.1,-3.7,2.3
Cc1cccc(C)c1NS(=O)(=O)c1cc2c3c(c1)CC(=O)N3CCC2,0.3,-1.5,0.6,14.5,9.1,-0.4,2.3,8.5,0.3,-9.3,-0.5
CCOc1ncccc1C(=O)Nc1cccc(S(=O)(=O)NC2=NCCC2)c1,3.9,-0.9,9.5,-0.6,-1.4,-3.5,13.7,-9.8,2.4,-11.9,1.9
COCC(C)n1c(SCC(=O)N(C)C2CCS(=O)(=O)C2)nc2ccccc2c1=O (stereo not drawn),-6.5,1.5,0.3,17.1,4.8,-1.5,6.8,-9.2,-3.0,4.8,0.8
CCCCCCCCCCNC(=O)C(=O)Nc1ccccn1,-9.5,0.6,1.1,-2.8,7.2,-3.2,13.4,3.9,23.7,-15.7,nt
COc1ccc(N2C(=O)CC(N3CCN(c4cccc(Cl)c4)CC3)C2=O)cc1 (stereo not drawn),-11.5,-0.8,0.3,-1.8,3.5,-2.1,10.3,-3.4,-14.1,9.8,-1.5
O=C(O)CSc1nc2c(c(C(F)(F)F)n1)CCCC2,5.7&-9.5,-0.3&3.4,2.2&3.1,24.1&-14.4,-9.9&10.4,1.2&-2.0,-6.6&10.8,-7.7&-3.3,-7.7&-3.4,-10.3&-7.7,0.5&2.0
CCn1cc(/C=C(\NC(=O)c2ccccc2Cl)C(=O)N2CCN(C)CC2)c2ccccc21,0.8,nt,nt,44.6,4.6,-1.6,8.7,9.6,-4.3,nt,3.0
COc1ccc(-c2nnc(N(C)C(=O)C3CCCO3)s2)cc1 (stereo not drawn),15.4,1.7,1.9,-23.9,-19.0,-1.8,10.3,-1.0,1.1,-0.6,2.6
CS(=O)(=O)N(CC(=O)N1CCOCC1)c1ccc2c(c1)OCO2,-12.3,0.0,2.8,20.1,-0.8,-2.3,13.1,6.9,-11.2,-4.6,1.0
COc1cccc(CNC(=O)Cc2csc(NC(=O)Nc3ccccc3OC)n2)c1,-1.9,2.5,2.1,-3.3,6.1,0.0,0.0,10.1,3.9,nt,6.1
C/C(=N/NC(=O)c1ccc(Cl)cc1Cl)c1cccnc1,4.5,-0.2,1.4,-3.0,-2.2,-0.8,4.8,-14.1,2.7,135.7,nt
CC(C)[C@H](NC(=O)c1ccccc1)C(=O)OCC(=O)N1CCc2ccccc2C1,-5.0,0.2,0.5,-23.5,5.9,1.3,-6.5,6.0,-5.5,358.6,3.4
O=C(O)c1cc(NC(=O)c2cccc(C(=O)Nc3cc(C(=O)O)cc(C(=O)O)c3)c2)cc(C(=O)O)c1,-10.1,-0.8,-2.6,-8.3,-5.2,-3.1,14.8,-2.5,-1.8,-17.9,1.8
Cc1cc(N/N=C/c2ccccc2)nc(NCc2ccccc2)n1,-4.0,-1.0,0.6,7.0,-6.3,6.5,-34.1,0.5,-2.9,-8.3,-4.5
Fc1ccc(-c2ccc(CNCc3ccccn3)o2)cc1Cl,-5.8,-5.8,-3.1,-2.4,1.6,-0.1,0.4,10.1,-2.9,20.7,-1.5
Cc1ccc(-c2nc3ccccc3c(=O)o2)cc1,10.3,-0.9,2.5,14.4,-0.8,-3.6,17.9,-5.3,-5.3,-4.0,4.9
Fc1cccc(Cl)c1-c1nnc2ccc(C(F)(F)F)cn12,0.9,-1.3,-0.3,-5.9,-17.0,-0.9,4.6,0.2,?,-3.7,3.1
CC(NC(=O)CN1CCN(Cc2cccc(F)c2)CC1)c1ccccc1 (stereo not drawn),-5.3,-0.4,2.3,25.7,-7.1,-2.1,9.8,-7.8,4.3,4.3,0.2
Cc1ccc(NC(=O)Cc2nc(CCl)cs2)cc1,3.2,-1.7,2.9,13.6,-0.1,0.9,-4.5,-2.0,12.4,4.9,2.6
Nc1ccc(S(=O)(=O)N2CCCC2C(=O)O)cc1 (stereo not drawn),-9.8,-0.2,2.5,2.2,5.5,0.0,0.1,2.1,0.7,7.1,4.2
Cc1cc2oc(=O)cc(CN3CCCCC3C)c2cc1C(C)C (stereo not drawn),4.7,-1.8,1.1,3.5,-9.0,1.3,-10.7,4.0,5.2,-4.7,2.3
O=S(=O)(/C=C/c1ccccc1)NCCc1ccccn1,9.1,1.6,-0.1,6.7,9.4,-1.9,10.8,-5.4,-2.5,-13.2,1.7
CCOC(=O)/C(C#N)=C1/C=C(C)NC(c2ccccc2O)=N1,3.5,3.0,2.0,14.4,10.0,1.6,-8.9,-5.7,-4.4,26.4,3.6
Cc1ccc(Cn2ncc3c(N4CCN(c5ccc(C)cc5)CC4)ncnc32)cc1,2.2,-1.7,0.8,-6.5,-2.4,0.3,-1.5,-5.7,-0.8,-1.9,-1.6
CC(C)(C)C1CCC(CN2CCC(CN3C(=O)C(=O)NC[C@@H]3Cc3ccccc3)CC2)CC1 (stereo partly drawn),0.8,nt,nt,-22.1,6.6,-3.1,14.4,-6.7,-6.1,nt,1.9
CC(C)(C)NC(=O)CSc1nnc(-c2ccccn2)n1-c1ccccc1,-4.0,-0.9,3.5,8.5,7.0,0.4,-2.0,0.5,-14.2,-2.2,2.3
C/C(=N\NC(=O)c1ccccc1F)c1ccccn1,1.3,0.7,0.2,-13.0,8.5,-4.2,22.0,8.4,2.9,-1.5,-4.4
CCNc1nc(NCC)n2c(SCC(=O)c3ccccc3Cl)nnc2n1,-0.2,3.3,2.2,4.4,12.2,0.8,-4.4,2.3,-14.6,7.7,3.5
COc1cccc(CN(C)CC(=O)NC(=O)NCc2ccccc2)c1,-1.0,0.3,2.7,-0.7,-9.0,-3.3,17.3,-4.9,-2.8,-2.3,2.3
COc1ccc(CNC(=O)C(c2ccccc2F)N(C(=O)c2csnn2)C2CC2)cc1 (stereo not drawn),-0.8,0.9,3.3,2.7,1.3,2.5,-20.6,-2.0,-10.8,53.1,-1.8
Cc1ccc(NC(=O)Cn2nnc(C(=O)NCc3cccs3)c2N)cc1Cl,-8.4,-1.7,2.5,-6.9,-19.1,10.0,-51.7,-2.6,-2.6,11.4,0.9
CC1C(=O)N2CCCc3cc(NC(=O)C(=O)NCCc4c[nH]c5ccccc45)cc1c32 (stereo not drawn),4.8,1.9,0.3,nt,-39.3,0.6,-4.1,3.2,-2.1,-0.8,5.6
Cc1ccc(CSc2ncnc3c2cnn3-c2ccccc2)cc1,2.7,0.8,2.2,19.2,-1.6,0.3,-1.9,-8.0,1.3,-13.9,2.4
Cc1ccc(C)c(NC(=O)CSc2ccc(-c3cccs3)nn2)c1,-12.3,0.6,-3.1,-6.9,9.0,1.6,-8.7,1.3,-0.1,4.1,4.0
O=C(CCN1CCN(c2ccccc2)CC1)NNC(=O)Cc1c(F)cccc1Cl,0.1,nt,nt,-23.7,10.3,-0.8,4.9,9.1,3.4,nt,3.0
COc1ccccc1NC(=O)CSc1nnc(Cn2cnc3ccccc32)n1C,-6.4,-4.2,2.6,-11.5,-7.6,-1.6,9.9,-3.5,-4.5,0.5,0.5
COc1ccc(OC)c(C2C(C(N)=O)=C(C)Nc3nc(CCCO)nn32)c1 (stereo not drawn),-1.6,-0.5,2.7,15.4,-11.8,-1.7,9.8,-12.5,-3.4,-4.9,0.1
C[C@]12c3[nH]c4ccccc4c3CCN1C(=O)C(CC(=O)NCc1cccc(C(F)(F)F)c1)C[C@@H]2C(=O)N1CCOCC1 (stereo partly drawn),-4.6,-3.0,2.7,-18.1,9.1,-1.9,8.8,-7.3,0.9,12.2,1.0
Cn1c(COc2cccc3ccccc23)nnc1SCC(=O)OC1CCCCC1,-9.5,-1.1,-3.1,12.0,-7.2,2.2,-11.0,-2.3,14.0,2.5,-1.2
O=C(CN1CCC(n2nnc3cc(F)ccc32)CC1)N1CCc2ccccc2C1,-5.6,-1.2,1.6,-12.4,-18.9,-0.6,3.3,-9.7,0.3,-7.0,3.0
Cc1ccc(Cl)cc1N1CCN(c2cccc[n+]2C)CC1,-1.8,2.3,3.1,-7.8,-0.4,-2.6,13.8,2.0,5.6,20.4,1.3
CCOc1ccc(NC(=O)CN2CCN(Cc3c(F)cccc3F)CC2)cc1,-5.7,-0.5,1.8,-1.2,-1.7,-0.3,1.4,-6.1,-5.1,163.0,0.7
CN(CC(=O)Nc1ccccc1Cl)C(=O)COC(=O)c1ccc(Cl)cc1[N+](=O)[O-],0.4,-0.1,0.4,-14.6,-18.5,3.0,-16.0,-10.8,2.2,24.6,1.7
